SW480 rerep – A quantitative high throughput screen for small molecules that induce DNA re-replication in SW480 colon adenocarcinoma cells. SW480 DNA re-replication, Hoechst DNA content imaging, 48 h. Potency, µM (titrated, usually from 46.1 µM), without a hit: top-dose re-replication activation, actives largely listed as activators. hit rate 1.8% among 340,000. AID 624297, 2012; note: potency is the fitted concentration of half-maximal effect; % of control where 0% means no effect; nearly all actives have a fitted effect of over 55% in size
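250 cells/well; 23 nL cpd via pin tool; 48 hr, 37 C, 5% CO2; Hoechst 40 min; imager read of total nuclear intensity, ex 405/em 500-530 nm.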
KB-3-1 tox – qHTS assay for MDR1-selective chemotherapeutics: Primary screen using the parental adenocarcinoma cell KB-3-1 | AID 1347075, 2019 | KB-3-1 viability, CellTiter-Glo ATP luminescence, 72 h | hit rate 1.4% among 400,000 | Potency, µM (titrated, usually from 46.1 µM), for the others: at the top dose activity change, negative = cytotoxic, most hits filed as cytotoxic; note: potency is the fitted concentration of half-maximal effect; % is set by controls: 0 for no effect and ±100 for the full control effect; nearly all actives have a fitted effect of over 60% in size
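Cells are dispensed, compounds pinned in, plates held at 37 °C for 72 h, then CellTiter-Glo is added and luminescence read after 10 minutes. Cell line: parental KB-3-1 in phenol-red-free DMEM, 10% FBS.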
MCF10A rerep – A quantitative high throughput screen for small molecules that induce DNA re-replication in MCF 10a normal breast cells | Potency, µM (series often up to 46.1 µM), inactives show top-dose activity, positive = re-replication, actives largely listed as activators | MCF 10A DNA re-replication, Hoechst nuclear intensity, 48 h | hit rate 2.9% among 350,000; note: potency is the fitted concentration of half-maximal effect; % of control where 0% means no effect; nearly all actives have a fitted effect of over 50% in size
IL1B secr inh – qHTS for Inhibitors of Inflammasome Signaling: IL-1-beta AlphaLISA Primary Screen. activity change, % at 57.5 µM. THP-1 LPS/ATP IL-1B secretion, AlphaLISA, 16 h; hits give low values. hit rate 4.7% among 360,000; in the data active = activity change below about -50%; inconclusive = mostly about -30% to -49%; note: % is set by controls: 0 for no effect and ±100 for the full control effect
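THP-1 cells pretreated 1 hr with compounds (up to 57.5 uM final), then stimulated with LPS (250 ng/mL final) plus ATP (1.25 mM final); secreted IL-1B measured by AlphaLISA after 16 hr, decreased signal indicating inhibition.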
HT1080 IDH1KD tx – qHTS for induction of synthetic lethality in tumor cells producing 2HG: qHTS for the HT-1080-IDH1KD cell line; HT-1080 IDH1 knockdown viability, ATP luminescence, 48 h; Potency, µM (doses to about 46.1 µM), for inactives: at the top dose activity, negative = toxicity, hits mostly cytotoxic; hit rate 2% among 360,000;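 note: potency is the fitted concentration of half-maximal effect; 0% = DMSO wells and -100% = cell-free medium wells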
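Viability of IDH1-knockdown HT-1080 fibrosarcoma cells was assessed by CellTiter-Glo after 48 h at 37 °C with titrated compound; concentration-effect curves were classified by fit quality and response size.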
KB-V1 cytotox – qHTS assay for MDR1-selective chemotherapeutics: Primary screen using the drug-selected MDR subline cells KB-V1; KB-V1 MDR cells viability, CellTiter-Glo, 72 h; Potency, µM (highest dose often 46.1 µM), inactives show top-dose activity change, negative = cytotoxicity, usual class: cytotoxic; hit rate 3.4% among 400,000; note: potency is the fitted concentration of half-maximal effect; % is set by controls: 0 for no effect and ±100 for the full control effect; nearly all actives have a fitted effect of over 60% in size
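Compound-treated KB-V1 multidrug-resistant cells, 72 h, 37 degrees C; viability by CellTiter-Glo. Fitted qHTS curves give the values.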
D3 ag – qHTS of D3 Dopamine Receptor Agonist: qHTS; D(3) dopamine receptor (Homo sapiens), P35462; hit rate 0.58% among 410,000; max activation, %; D3R DiscoveRx beta-arrestin cells, luminescence, 90 min; in the data active = max activation above about 30%; note: 0% is about no effect; mostly tested at two doses, the higher about 12 µM
Target sequence (P35462 whole entry, looked up): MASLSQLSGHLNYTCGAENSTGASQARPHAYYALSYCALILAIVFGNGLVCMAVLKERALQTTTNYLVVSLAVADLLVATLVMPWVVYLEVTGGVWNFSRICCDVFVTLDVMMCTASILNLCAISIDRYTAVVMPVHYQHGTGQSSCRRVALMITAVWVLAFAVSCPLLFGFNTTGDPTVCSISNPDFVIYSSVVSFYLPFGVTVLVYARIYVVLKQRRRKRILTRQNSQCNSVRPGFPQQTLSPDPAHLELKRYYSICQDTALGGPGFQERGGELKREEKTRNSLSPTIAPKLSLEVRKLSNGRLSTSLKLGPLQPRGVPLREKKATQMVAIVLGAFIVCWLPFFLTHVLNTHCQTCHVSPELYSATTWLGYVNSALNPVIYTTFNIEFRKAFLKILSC
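Cells at 1500/well, incubated overnight, then treated with pinned compounds (dopamine as control) for 90 min at 37 degrees C. DiscoveRx reagent added for 30 - 60 minutes at room temperature; luminescence read.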
GLP1R cytotox – qHTS of GLP-1 Receptor Inverse Agonists: Cytotox Screen. HEK293 cAMP-luciferase reporter cells, luminescence, 24 h. Potency, µM (doses to about 38.3 µM), without a hit: top-dose activity change, negative = inhibition, actives largely listed as inhibitors. hit rate 0.13% among 410,000;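 note: loss of luciferase light is scored as toxicity; potency is the fitted concentration of half-maximal effect; % is set by controls: 0 for no effect and ±100 for the full control effect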
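Luminescence readout: signal drop marks cytotoxicity. Plated cells grew 12 h at 37 °C, 5% CO2, received 23 nL compound for 24 h, then got luciferase reagent, read after 12 min at RT.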
HT1080NT lethal – qHTS for induction of synthetic lethality in tumor cells producing 2HG: qHTS for the HT-1080-NT fibrosarcoma cell line; HT-1080-NT fibrosarcoma viability, CellTiter-Glo ATP luminescence, 48 h; Potency, µM (top dose mostly 46.1 µM), for inactives: at the highest dose activity, negative = less viability, actives largely listed as cytotoxic; hit rate 1.6% among 360,000; AID 686970, 2013;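 note: NT is the 2HG producing partner of a matched IDH1 knockdown line; potency is the fitted concentration of half-maximal effect; 0% = DMSO-treated cells and -100% = media-only wells without cells; nearly all actives have a fitted effect of over 55% in size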
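Compounds were tested in concentration-response format on HT-1080-NT cells for 48 hours at 37 degrees C. Cell viability came from CellTiter-Glo luminescence; curves were classified by r2, response magnitude and activity.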
* = called active by the depositor; ? = inconclusive; / = not tested or not shown; [ ] = another dose, or the depositor's remark. Unless noted, calls come from the whole dose curve; as a rule, active = well fitted curve in the direction sought with a large enough effect; inconclusive = small, poorly fitted or top-dose-only effect, or another doubt; inactive = no such curve, though single readings can be large; an effect the other way counts as inactive or inconclusive.

# | smiles | SW480 rerep | KB-3-1 tox | MCF10A rerep | IL1B secr inh | HT1080 IDH1KD tx | KB-V1 cytotox | D3 ag | GLP1R cytotox | HT1080NT lethal
1 | COc1ccc(S(=O)(=O)N2CCCC(C(=O)O)C2)cc1Cl (stereo not drawn) | -3.3% | 14.7% | -1.5% | 22.0 | 2.6%[9.24 µM] | 5.2% | 2.4 | 3.1% | 9.0%
2 | CC(Sc1nnnn1C)C(=O)NC1CCCC1 (stereo not drawn) | -0.5% | -25.7% | -0.1% | -2.1 | 14.8% | 16.0% | 3.5 | 0.0% | 7.4%
3 | O=C(COC(=O)C12CC3CC(CC(O)(C3)C1)C2)NCCc1ccc(Cl)cc1 | ? | 8.6% | ? | -4.8 | -2.9% | ? | -5.0 | 20.4% | -1.8%
4 | COCCN(CCOC)S(=O)(=O)NC[C@H]1O[C@@H](n2cnc3c(N)ncnc32)[C@H](O)[C@@H]1O | -8.1% | 0.0% | -20.7% | 21.7 | 4.1% | 0.0% | -8.5 | -10.2% | 3.4%
5 | COC(=O)CCCCC1SCC2NC(=O)NC21 (stereo not drawn) | -5.5% | -4.7% | -5.7% | -12.4 | 1.1% | 0.0% | 3.5 | 2.2% | 0.0%
6 | CCOC(=O)N1CCN(C(=O)c2oc3ccc(S(=O)(=O)N4CCCCCC4)cc3c2C)CC1 | -5.5% | -23.6% | -0.9% | -1.5 | -10.9% | ? | 4.4 | 11.3% | -13.8%
7 | CCc1ccc(C(=O)COC(=O)C(Cc2c[nH]c3ccccc23)NC(=O)c2ccc(Br)cc2)cc1 (stereo not drawn) | / | 1.4% | / | / | / | -3.9% | -12.4 | 5.7% | /
8 | CC1=C(c2ccc(Cl)cc2)S(=O)(=O)N=C1N1CCC(C(=O)NCCc2ccco2)CC1 | / | 5.6% | / | / | / | 8.0% | 1.0 | -7.1% | /
9 | Cc1ccccc1N1CCN(C(=O)c2cc(-c3ccccc3)nc3c2cnn3C(C)C)CC1 | / | 0.6% | / | 8.7 | 12.6% | 42.1% | 2.5 | 5.1% | 12.8%
10 | CC(=O)CSc1nc2ccccc2s1 | -3.0% | 19.9% | 1.3% | -3.2 | 7.0% | 16.7% | -2.9 | 7.4% | -2.5%
11 | Cc1cc2[nH]c3c(c[n+](C)c4ccccc34)c2cc1C | ? | ? | ? | -98.6* | 20.6µM* | 0.9% | -18.4 | ? | ?
12 | COc1cccc(N2CCN(C(C)C(=O)NC34CC5CC(CC(C5)C3)C4)CC2)c1 (stereo not drawn) | 5.8% | -5.5% | ? | -15.2 | -4.2% | -0.2% | -21.5 | -7.2% | -5.5%
13 | O=C1CCC(C(=O)OCC(=O)Nc2ccc(SC(F)F)cc2)=NN1 | / | -2.8% | / | -18.3 | 2.0% | 19.3% | 3.2 | 0.8% | 6.2%
14 | CCN(CC)C(=O)c1sc2c(c1C)c(=O)n(Cc1ccccc1)c(=O)n2Cc1ccccc1C | / | ? | / | / | / | ? | -8.7 | -12.0% | /
15 | CCc1cccc(NC(=O)CN2C(=O)COc3ccc(S(=O)(=O)Nc4ccccc4)cc32)c1 | / | -18.0% | / | / | / | 3.4% | -15.4 | -13.6% | /
16 | Cc1cc(NC(=O)Nc2cccs2)no1 | -3.0% | 3.7% | -0.7% | 10.7 | 21.8% | -2.2% | -2.5 | -11.3% | 20.3%
17 | CC(C)OP(=O)(c1ccccc1)c1ccccc1 | -4.2% | -0.1% | 6.0% | 4.6 | 11.8% | -5.1% | 4.2 | 15.6% | 20.9%
18 | Cc1cc(C)cc(-n2ccnc2SCC(=O)Nc2cccc3ccccc23)c1 | / | -3.7% | / | / | / | -6.7% | -8.4 | 2.5% | /
19 | COc1ccc(C)cc1NC(=O)CSc1nc2ccccc2nc1N1CCCCC1 | 2.1% | ? | ? | -13.5 | -17.9% | -0.8% | -1.8 | 0.4% | -11.8%
20 | COc1ccc(NC(=O)CSCC(=O)Nc2ccc(S(=O)(=O)N3CCCC3)cc2)cc1 | -4.4% | -6.1% | 3.4% | 0.0 | -0.2% | 2.2% | 5.6 | -17.7% | 2.6%
21 | O=C(CSc1nnnn1C1CCCCC1)N1CCCC1 | -0.2% | -7.5% | -1.3% | 10.9 | 1.4% | ? | -1.2 | -0.4% | -4.5%
22 | Cc1ccc(NC(=S)NC(=O)c2ccc(F)cc2)cc1S(=O)(=O)Nc1ccccc1Cl | -1.9% | 23.1µM* | ? | -12.3 | ? | ? | -17.7 | ? | ?
23 | CC(=O)Cc1nsc(NC(=O)C2Cc3ccccc3C(=O)O2)n1 (stereo not drawn) | -5.0% | 0.6% | 0.1% | 4.3 | 5.9% | 27.2% | -3.3 | 0.3% | 3.0%
24 | Cc1ccc(NC(=O)Cn2cnc3sc(C)c(S(=O)(=O)N4CCN(c5ncccn5)CC4)c3c2=O)cc1F | / | 11.1% | / | / | / | ? | 2.9 | 2.7% | /
25 | Cn1ccc2c(-c3ccc(C(C)(C)C)cc3)cc3c(c21)C1CCC3O1 (stereo not drawn) | / | -6.4% | / | 8.1 | ? | ? | -3.7 | 5.4% | ?
26 | CCCCN(CCCNC(=O)C1CCN(C(=O)c2cc3sccc3n2C)CC1)Cc1ccccc1 | ? | ? | -0.9% | ? | ? | -0.9% | -5.3 | ? | 18.4µM*
27 | CCC(=O)Nc1nc(N)n(-c2ccccc2)n1 | -4.9% | 1.0% | -4.4% | 7.1 | 4.9% | 18.4% | 0.8 | 3.5% | 0.5%
28 | Cc1nc(NC(=O)c2cccc(Cl)c2)sc1C(=O)N1CCCCC1 | -1.6% | -4.6% | -3.0% | ? | 0.4% | -1.2% | -2.7 | -9.0% | -4.2%
29 | COc1ccc(/C=C/c2ccccc2)cc1[C@H]1[C@H]2C=CC[C@@H](C)[C@@H]2C(=O)N1Cc1ccccc1 | -1.1% | ? | 118.2% | -13.5 | 9.8% | -0.9% | -21.8 | 18.5% | 4.9%
30 | CC(C)C(O)(C(=O)NNc1ccccc1)C(C)C | -6.4% | 19.6% | -0.9% | -5.5 | 11.2% | 28.8% | 10.3 | -1.4% | 14.4%
31 | CCc1cccc(NC(=O)c2cc3c(=O)n(Cc4ccc(OC)cc4)ccc3nc2C)c1 | / | -21.4% | / | / | / | 0.0% | 7.7 | -6.6% | /
32 | CC(=O)c1ccc(S(=O)(=O)NCC(=O)Nc2nc3ccccc3[nH]2)cc1 | 1.7% | -1.6% | -2.8% | 0.0 | -10.3% | 1.6% | -0.7 | 1.2% | -19.4%
33 | CC12CC3CC(C)(C1)CC(C(=O)NC(=S)N1CCOCC1)(C3)C2 | 12.9% | -5.5% | -25.1% | -14.9 | -16.4% | -3.2% | -9.4 | 7.6% | 11.2µM*
34 | COc1cc(S(=O)(=O)NCc2ccc3c(c2)OCO3)ccc1Cl | -2.0% | 11.3% | 4.6% | -20.4 | -2.3% | 5.5% | -22.3 | 1.9% | -2.0%
35 | CC(C)[C@@H]1Cc2[nH]c(=O)[nH]c(=O)c2[C@H](C)O1 | / | ? | / | -9.2 | 13.5% | 18.4µM* | 5.0 | 6.9% | 16.5%
36 | O=C(OCc1ccc([N+](=O)[O-])cc1Cl)c1cnccn1 | -6.2% | -0.8% | -13.3% | -5.4 | 1.2% | 15.9% | 0.3 | 2.6% | 9.6%
37 | O=C1C(=C(O)c2ccccc2)C(=O)c2ccccc21 | 0.2% | 5.3% | 0.2% | 4.6 | -0.4%[9.24 µM] | 17.2% | -10.6 | ? | -28.6%
38 | O=C(COc1ccc(Cl)cc1Cl)NCC(=O)N/N=C/c1c[nH]c2ccccc12 | -3.9% | -5.1% | 4.8% | 11.1 | 21.3% | 11.2% | 1.0 | -10.2% | 5.8%
39 | Cc1cccc(OCC(=O)N2CCc3ccccc3C2)c1 | 0.3% | -4.9% | 3.5% | -2.2 | 8.3% | -3.7% | -13.9 | -8.7% | 19.4%
40 | CCNC(=O)NC(=O)CSc1nc2ccccc2n1CCOC | -5.1% | 15.4% | 3.2% | 17.0 | 23.8% | -5.6% | 6.4 | -0.5% | 9.7%
41 | CCCOc1cccc(C(=O)Nc2cccc(NC(=O)c3ccco3)c2)c1 | -2.9% | ? | 28.7% | -19.3 | -18.7% | ? | -3.6 | -23.2% | -9.5%
42 | COc1ccc(C)cc1NC(=O)C1CCN(S(=O)(=O)c2cccs2)CC1 | -12.3% | 2.3% | -1.4% | 31.2 | 11.9% | 8.9% | 13.6 | 6.6% | 8.0%
43 | COc1cc(NC(=O)COc2ccccc2)c(OC)cc1NC(C)=O | -56.1%[inhibitor] | 18.9% | 16.3%[9.22 µM] | -16.2 | -1.0% | -23.3% | -6.8 | 1.3% | -0.1%
44 | COCC(=O)Nc1ccc(Br)c(C)c1 | ? | 18.9% | 1.6% | 19.2 | -5.9% | 0.0% | 13.9 | 13.7% | -8.7%
45 | COc1ccc(C(CNC(=O)COc2ccc([N+](=O)[O-])cc2)N2CCCCC2)cc1 (stereo not drawn) | 4.2% | -7.4% | 6.0% | -22.1 | 11.6% | -1.1% | -15.8 | -10.7% | 8.7%
46 | Cc1ccc(C)[n+](CC(=O)N2CCCCC2)c1 | -3.5% | ? | -1.8% | -3.8 | 10.8% | 0.0% | -7.1 | 8.8% | -1.7%
47 | Cc1ccc(S(=O)(=O)NCCC(=O)NC2CCN(Cc3ccccc3)CC2)cc1 | -2.8% | 3.3% | 4.2% | -11.3 | 10.9% | ? | -10.2 | -25.3% | -1.4%

Screening data deposited in PubChem BioAssay by National Center for Advancing Translational Sciences (NCATS).
